CHT block = inhibitors of human choline transporter CHT; AID 488975, 2010; CHT-expressing cells, membrane potential dye, choline response; hits give low values; B-score at 10 µM; High affinity choline transporter 1 (Homo sapiens), Q9GZV3; 310,000 compounds, 0.86% hits;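 active means B-score over 3 SD under the library average, and starting fluorescence ratio not unusually high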;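 further: choline stimulus applied at its EC90 after an EC20 pre-addition; B-score computed on integrated fluorescence ratio after choline addition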
Target sequence (Q9GZV3 whole entry, looked up): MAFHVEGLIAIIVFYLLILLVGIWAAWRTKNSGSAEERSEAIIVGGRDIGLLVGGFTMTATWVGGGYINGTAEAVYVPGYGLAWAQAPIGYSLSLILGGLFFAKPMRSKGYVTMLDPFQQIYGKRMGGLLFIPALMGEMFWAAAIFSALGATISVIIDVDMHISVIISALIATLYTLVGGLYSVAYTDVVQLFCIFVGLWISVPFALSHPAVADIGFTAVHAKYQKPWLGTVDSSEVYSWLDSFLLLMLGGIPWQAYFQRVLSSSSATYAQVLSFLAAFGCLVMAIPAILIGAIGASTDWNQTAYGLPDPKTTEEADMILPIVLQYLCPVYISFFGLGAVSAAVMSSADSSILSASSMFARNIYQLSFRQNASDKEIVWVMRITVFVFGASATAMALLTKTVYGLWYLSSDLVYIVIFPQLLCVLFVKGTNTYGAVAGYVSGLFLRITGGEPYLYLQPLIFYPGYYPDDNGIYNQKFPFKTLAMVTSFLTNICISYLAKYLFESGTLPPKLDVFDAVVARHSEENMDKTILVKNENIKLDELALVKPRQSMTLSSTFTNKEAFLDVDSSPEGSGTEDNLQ
CHT allo act = CHT positive allosteric modulators, primary screen, cell-based, membrane potential dye, choline EC20. B-score at 10 µM. 310,000 compounds, 0.49% hits. CHT-expressing cells; hits give high values; LV-AA mutant CHT in HEK293 cells. High affinity choline transporter 1 (Homo sapiens), Q9GZV3;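 active means initial fluorescence not abnormally high and integrated response B-score, plate-corrected, over 3 SD above library mean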
An asterisk follows results filed as active; i = inactive.

SMILES	CHT block	CHT allo act
CSc1cccc(NC(N)=O)c1	i	i
Cc1ccc(OCC(=O)OCc2nc3scc(-c4ccccc4)c3c(=O)[nH]2)cc1C	i	i
COc1ccc(C(=O)N2CCC(C(=O)Nc3ccc4c(c3)OCCO4)CC2)cc1	i	i
O=C(CCNS(=O)(=O)c1ccc2c(c1)CCC(=O)N2)NCc1cccnc1	i	i
Cc1cc(CN2CCCCC2)oc1C(=O)O	i	i
COCCn1c(=O)[nH]c2cc(C(=O)N3CCN(c4ccc(OC)cc4)CC3)ccc2c1=O	i	i
CCOc1ccc(S(=O)(=O)N2CCC(C(=O)NCc3ccccn3)CC2)cc1Cl	i	i
O=C(Cc1ccsc1)Nc1ccc(S(=O)(=O)C(F)F)cc1	i	i
Cc1ccc(O)c(-c2cc(-c3ccccc3[N+](=O)[O-])[nH]n2)c1	i	i
COc1cc(OC)c(NS(=O)(=O)c2cc(C(=O)OC(C)C(=O)NC3CC3)c(Cl)cc2Cl)cc1Cl (stereo not given)	i	i
CNC(=O)/C(C#N)=c1\s/c(=C/C(=O)OC)c(=O)n1-c1ccccc1	i	i
Cc1ccc(S(=O)(=O)Nc2ccc(NC(=O)c3cccnc3)cc2)cc1	i	i
O=C(Nc1nc2c(s1)CCCC2)c1nn(Cc2ccccc2)c(=O)c2ccccc12	i	i
COc1ccccc1C(=O)NNC(=O)C1CC=CCC1 (stereo not given)	i	i
CC(=O)C1=C(C)NC(SCC(N)=O)=C(C#N)C1c1ccco1 (stereo not given)	i	i
Nn1c(-c2cccc([N+](=O)[O-])c2)nc2ccccc2c1=O	i	i
COc1cc(C(=O)Nc2cccc3ncccc23)cc(OC)c1OC	i	i
Cc1c(OC(C)C(=O)N2C[C@H]3C[C@@H](C2)c2cccc(=O)n2C3)ccc2c3c(c(=O)oc12)CCC3 (stereo not given in full)	i	i
Cc1ccc(OCC(=O)Nc2cccc(S(=O)(=O)N3CCCCCC3)c2)c([N+](=O)[O-])n1	i	i
Cc1cc(CSC(=N)N)c(CSC(=N)N)cc1C	i	12*

In a second layout: results already given
> COc1ccccc1C(=O)NNC(=O)C1CC=CCC1 (stereo not given)
  CHT block = i
  CHT allo act = i

> CC(=O)C1=C(C)NC(SCC(N)=O)=C(C#N)C1c1ccco1 (stereo not given)
  CHT block = i
  CHT allo act = i

> Nn1c(-c2cccc([N+](=O)[O-])c2)nc2ccccc2c1=O
  CHT block = i
  CHT allo act = i

Other structures
SMILES	CHT block	CHT allo act
COc1ccc(NC(=O)C2CC(=O)N(C)C(=Nc3ccc4c(c3)OCO4)S2)cc1 (stereo not given)	i	i
COCCn1c(=S)[nH]c2ncccc2c1=O	i	i
CS(=O)(=O)Nc1ccccc1C(=O)NC1CC2CCC1C2 (stereo not given)	i	i
C=CCNC(=S)/N=c1/ccccn1CCC	i	i
COc1ccc(S(=O)(=O)N2CCN=C2SCc2cccc(F)c2)cc1	i	i
CC(C)(C)c1ccc(C2C(C(=O)c3ccco3)=C(O)C(=O)N2CC2CCCO2)cc1 (stereo not given)	i	i
COc1ccccc1NC(=O)CSc1nc(=O)n(Cc2ccncc2)c2c1CCCC2	i	i
O=C(CCCl)Nc1ccc(S(=O)(=O)NCc2ccco2)cc1	i	i
Cn1c(=O)c(C(=O)Nc2ccccn2)c(O)c2ccccc21	i	i
COc1ccccc1NC(=O)c1cc(C(=O)Nc2ccccc2OC)cc(N2C(=O)CCC2=O)c1	i	i
Cc1nn(C(=O)c2cccnc2)c(C)c1C	i	i
O=C(O)CC(CNS(=O)(=O)c1ccccc1)c1ccccc1 (stereo not given)	i	i
CC(/C=N/Nc1ccc2nncn2n1)=C\c1ccccc1	i	i
O=C(CCC(=O)c1ccccc1)NCc1ccccc1	i	i
CCN(CC)C(=O)CSc1ncnc2c1cnn2-c1ccccc1	i	i
C=CCNC(=O)c1ccccc1NC(=O)c1cccc2ccccc12	i	i
Cc1ccc(C)c(NC(=O)c2ccccc2NC(=O)C2CCCO2)c1 (stereo not given)	i	i
CCOC(=O)C1CCCN(Cc2nc(C3CC3)no2)C1 (stereo not given)	i	i
CC1=CC(C)C(C(=O)O)C(C(=O)N2CCN(C)CC2)C1 (stereo not given)	i	i
COc1ccc(S(=O)(=O)N2CCN(CC(=O)NC3CC3)CC2)cc1	i	i
CCSc1nnc(NC(=O)CSc2nnc(Cc3cccn3C)n2-c2ccc(C)cc2)s1	i	i
COc1cc(C(=O)NC(=S)Nc2ccc([N+](=O)[O-])cc2)cc(OC)c1OC	i	i
CCN(CC(=O)Nc1ccc2c(c1)OCCO2)C(=O)CSCC(=O)Nc1ccc(C)cc1	i	i
CCc1c(C)nc(N)n2c(SCC(=O)Nc3ccccc3)nnc12	i	i
Cc1nnc(SCC(=O)Nn2cnnc2)s1	i	i
COCCN(C(=O)COC(=O)CCn1c(C)csc1=O)c1c(N)n(Cc2ccccc2)c(=O)[nH]c1=O	i	i
Cc1ccc(/C=C(\C#N)c2nn(-c3ccccc3)c(N)c2C#N)cc1	i	i
CC(=O)NC(=S)Nc1ccc(-c2nc3ccc(C)cc3s2)cc1	i	i
NC(=O)CCn1nc(-c2ccccc2)c2ccccc2c1=O	i	i
Cc1cc2occ(CC(=O)N(C)CC(=O)Nc3c(C)cccc3C)c2cc1C	i	i
CCOC(=O)C1(C)NC(c2ccco2)C2C(=O)N(C)C(=O)C21 (stereo not given)	i	i
COc1ccc(-c2cc(=O)c3cc(OC)c(OC)cc3[nH]2)cc1	i	i
Cc1ccc(OCc2cc(C(=O)N3CCCCCCC3)no2)cc1C	i	i
CCc1ccc(NC(=O)C2CCN(S(=O)(=O)c3cccs3)CC2)cc1	i	i
CCc1nnc(NC(=O)CSc2ccc(Cl)cc2)s1	i	i
COc1ccc(NCc2nn(CC(=O)c3ccc(Br)cc3)c3[n+]2CCCCC3)cc1	i	i
Fc1ccc(Nc2c(-c3ccco3)nc3ccccn23)cc1	i	i
O=C(NCc1ccccn1)C(=O)Nc1cc2c3c(c1)CC(=O)N3CCC2	i	i
COC(=O)/C=C1\N/C(=N/c2nc(C)c3cc(OC)ccc3n2)NC1=O	i	i
Cc1nnc(SCc2ccccc2)nc1/C=C/NOCc1ccc(Cl)cc1Cl	i	i
Cc1ccc(/C=N/NC(=O)Cc2ccc(O)cc2)s1	i	i
Cc1cc(NC(=O)c2ccco2)ccc1NC(=O)Cc1cccs1	i	i
Cc1nn(Cc2ccccc2)c(Cl)c1/C=N/NC(=O)CNc1cccc(C(F)(F)F)c1	i	i
O=C1NC(c2ccccc2)=NC1(Nc1ccccn1)C(F)(F)F (stereo not given)	i	i
Cn1c(=O)c2c(nc(Oc3ccccc3N)n2C)n(C)c1=O	i	i
O=C(NNC(=O)C1CCN(Cc2cccc(F)c2)CC1)c1cccs1	i	i
O=C(Nc1ccc(Cl)cc1Cl)c1ccc2c(=O)n3c(nc2c1)CCC3	i	i
CC(=O)c1cccc(NC(=O)CSc2ccc(-c3sc(C)nc3C)nn2)c1	i	i
C=CCOc1cccc(/C=N/NC(=O)CN2CCCCC2)c1	i	i
Cc1ccc(N(Cc2ccc([N+](=O)[O-])cc2)C(=O)c2ccco2)cc1	i	i
CS(=O)(=O)Nc1ccc(C(=O)N2CCCC2)cc1	i	i
COc1cc(O)c(C(CC(=O)N2CCCC(C)C2)c2ccc3c(c2)OCO3)c(OC)c1 (stereo not given)	i	i
OCCCNCc1ccc(-c2ccccc2)cc1	i	i
O=C(Cn1nc(-c2ccc3c(c2)OCCO3)ccc1=O)Nc1cccc(NC(=O)c2ccccn2)c1	i	i
COc1ccc(Cl)cc1C(=O)Nc1cccc(-c2ccc3nncn3n2)c1	i	i
Cc1ccnc(NC(=O)CCc2c[nH]c3ccccc23)c1	i	i
CCc1nc(NC(=O)c2sc(C)nc2C)sc1C(=O)OC	i	i
COc1ccc(NC(=O)Nc2nnc(C(C)(C)C)s2)cc1	i	i
COc1ccccc1C(=O)O/N=C(/c1ccncc1)c1ccc([N+](=O)[O-])cc1	i	i
Cc1ccc(C2=C/C(=C/c3cccnc3)C(=O)O2)c(C)c1	i	i

Gathered by group, the compounds so far with two or more sulfur atoms.
SMILES	CHT block	CHT allo act
O=C(Cc1ccsc1)Nc1ccc(S(=O)(=O)C(F)F)cc1	i	i
Cc1cc(CSC(=N)N)c(CSC(=N)N)cc1C	i	12*
COc1ccc(S(=O)(=O)N2CCN=C2SCc2cccc(F)c2)cc1	i	i
CCSc1nnc(NC(=O)CSc2nnc(Cc3cccn3C)n2-c2ccc(C)cc2)s1	i	i
Cc1nnc(SCC(=O)Nn2cnnc2)s1	i	i
CC(=O)NC(=S)Nc1ccc(-c2nc3ccc(C)cc3s2)cc1	i	i
CCc1ccc(NC(=O)C2CCN(S(=O)(=O)c3cccs3)CC2)cc1	i	i
CCc1nnc(NC(=O)CSc2ccc(Cl)cc2)s1	i	i
CC(=O)c1cccc(NC(=O)CSc2ccc(-c3sc(C)nc3C)nn2)c1	i	i
CCc1nc(NC(=O)c2sc(C)nc2C)sc1C(=O)OC	i	i

(listing goes on)
SMILES	CHT block	CHT allo act
COc1ccc(S(=O)(=O)N2CCCCCC2)cc1NC(=O)Cc1cc(OC)c(OC)c(OC)c1	i	i
CCS(=O)(=O)Nc1cccc(C2=NN(S(=O)(=O)c3ccc(F)cc3)C(c3cccs3)C2)c1 (stereo not given)	i	i
COc1cccc(C(=O)Nc2nnc(SCC(=O)Nc3ccc(NC(C)=O)cc3)s2)c1	i	i
Cc1noc(C)c1Cn1nc(C(=O)O)c2ccccc2c1=O	i	i
O=C(N/C(=C/c1ccc(Br)cc1)C(=O)N1CCOCC1)c1cccs1	i	i
COc1ccc(-n2c(=S)[nH]c3cc(C(=O)Nc4ccccc4OC)ccc3c2=O)c(OC)c1	i	i
CC(C)SCc1nc2ccccc2[nH]1	i	i
O=C(N1CCN(c2ccccc2F)CC1)C1(S(=O)(=O)c2ccc(Cl)cc2)CC1	i	i
Brc1ccc(Oc2nsnc2N2CCOCC2)cc1	i	i
CN(C)c1ccc(C(=O)OCC(=O)NC2CCCCCC2)cc1	i	i
Cc1cccnc1NC(=O)CN1C(=O)COc2ccc(Cl)cc21	i	i
Cc1ccc(OC(=O)COc2ccccc2)c(-n2nc3ccccc3n2)c1	i	i
Clc1ccc(Cn2c(/C=C/c3ccco3)nc3ccccc32)cc1	i	i
CC(=O)NCCc1nc2cc(NC(=O)Nc3ccccc3)ccc2n1C	i	i
CC(=O)Nc1ccc(NC(=O)c2cccc(-c3cc4ccccc4oc3=O)c2)cc1	i	i
Cc1ccccc1-n1c(SCC(=O)N/N=C/c2sccc2C)nc2ccccc2c1=O	i	i
O=C1/C(=C\c2ccccc2)SC(=S)N1CCC(=O)N1CCCCC1CCO (stereo not given)	i	i
Cc1cccc(C(=O)NNC(=S)NC(=O)c2ccccc2)c1	-7.4*	i
Cc1cccc(C)c1NC(=O)CSc1nnc(-c2ccoc2C)n1CCc1ccccc1	i	i
Cc1ccc(S(=O)(=O)CC(C)(O)CS(=O)(=O)c2ccc(C)cc2)cc1	i	i
Cc1ccc(CNC(=O)C2CCC(=O)N(Cc3cccc(C(F)(F)F)c3)C2)o1 (stereo not given)	i	i
CCCCC(=O)NC(=S)NNC(=O)CC	i	i
CC(C)C(NS(=O)(=O)c1ccccc1)C(=O)NC1CCCC1 (stereo not given)	i	i
COc1ccccc1C1CCN(Cc2ccc3ccccc3c2)CC1	i	i
CC(Cc1cccs1)NC(=O)Nc1cccc(Cl)c1 (stereo not given)	i	i
CCCCOC(=O)Nc1cccc(C(=O)OCC)c1	i	i
COc1cccc(CN(C)c2nc(-c3cccs3)nc3ccccc23)c1	i	i
CCOC(=O)c1ccc(NCc2ccc(N(C)C)cc2)cc1	i	i
CCOC(=O)NC(=O)c1cn(Nc2ncc(Cl)cc2C(F)(F)F)c(=O)[nH]c1=O	i	i
Cc1ccccc1NC(=O)c1c([N+](=O)[O-])c(C(C)(C)C)nn1C	i	i
COCCN(C(=O)COC(=O)c1c(NC(C)=O)sc(C)c1C)c1c(N)n(Cc2ccccc2)c(=O)[nH]c1=O	i	i
COc1ccccc1N(Cc1ccccc1)S(=O)(=O)c1cccc(C(=O)Nc2cc(C)ccn2)c1	i	i
COc1cccc(Cn2c(=O)c3ccccc3n3nc(C)cc23)c1	i	i
CCOc1ccc(C(=O)N2CCCC2)cc1OC	i	i
CCn1nc(C)cc1C(=O)Sc1ccc(Cl)cc1Cl	i	i
COC(=O)c1c(C)oc2ccc(NS(=O)(=O)c3cc(OC)ccc3OC)cc12	i	i
O=C(c1sc2ccccc2c1Cl)N1CCN(c2ncccn2)CC1	i	i
COc1ccc(C(=O)Nc2ccc(Cl)c(Cl)c2)c(OC)n1	i	i
O=C(COC(=O)CC1CC2CCC1C2)Nc1ccc(F)cc1 (stereo not given)	i	i
Cn1cc(C(=O)N2CCCCCC2)c(=O)c2cc(S(=O)(=O)N3CCCCC3)ccc21	i	i
Cc1ccc(S(=O)(=O)N(C(=O)c2ccncc2)c2ccc(OC(=O)c3ccncc3)cc2)cc1	i	i
CCc1ccc(NC(=O)c2ccc(F)c(S(=O)(=O)N(CC)c3ccccc3)c2)cc1	i	i
CC(=O)c1c(C)nc2nonc2c1N	i	i
O=C(CN1C2=NCCN2c2ccccc21)c1ccco1	i	i
C=CCN(Cc1cn(C)nc1-c1cccc(Cl)c1)C1CCS(=O)(=O)C1 (stereo not given)	i	i
O=c1c(Cl)nc2cc(Cl)ccc2n1CCNc1ncc(C(F)(F)F)cc1Cl	i	i
O=C(Cn1c(COc2ccccc2)nc2ccccc21)Nc1cc(Cl)c(Cl)cc1Cl	i	i
C[C@H](NC(=O)c1nc[nH]c1C(=O)N[C@@H](Cc1ccccc1)C(=O)OCc1ccccc1)C(=O)OCc1ccccc1	i	i
